Screening results deposited in PubChem BioAssay by National Center for Advancing Translational Sciences (NCATS).
EPAC1 ag: EPAC1 (human) agonism; O95398; EPAC1 agonist qHTS, biochemical assay; response scale: 100% = response to 6.5 mM cAMP; Potency, µM (doses to about 154 µM), inactives show at the highest dose activation, hits mostly activators; hit rate 0.073% among 360,000; AID 720707; further: potency means the concentration at half of the fitted maximal effect; nearly all actives have a fitted effect of over 60% in size
Target sequence (O95398 whole entry, looked up): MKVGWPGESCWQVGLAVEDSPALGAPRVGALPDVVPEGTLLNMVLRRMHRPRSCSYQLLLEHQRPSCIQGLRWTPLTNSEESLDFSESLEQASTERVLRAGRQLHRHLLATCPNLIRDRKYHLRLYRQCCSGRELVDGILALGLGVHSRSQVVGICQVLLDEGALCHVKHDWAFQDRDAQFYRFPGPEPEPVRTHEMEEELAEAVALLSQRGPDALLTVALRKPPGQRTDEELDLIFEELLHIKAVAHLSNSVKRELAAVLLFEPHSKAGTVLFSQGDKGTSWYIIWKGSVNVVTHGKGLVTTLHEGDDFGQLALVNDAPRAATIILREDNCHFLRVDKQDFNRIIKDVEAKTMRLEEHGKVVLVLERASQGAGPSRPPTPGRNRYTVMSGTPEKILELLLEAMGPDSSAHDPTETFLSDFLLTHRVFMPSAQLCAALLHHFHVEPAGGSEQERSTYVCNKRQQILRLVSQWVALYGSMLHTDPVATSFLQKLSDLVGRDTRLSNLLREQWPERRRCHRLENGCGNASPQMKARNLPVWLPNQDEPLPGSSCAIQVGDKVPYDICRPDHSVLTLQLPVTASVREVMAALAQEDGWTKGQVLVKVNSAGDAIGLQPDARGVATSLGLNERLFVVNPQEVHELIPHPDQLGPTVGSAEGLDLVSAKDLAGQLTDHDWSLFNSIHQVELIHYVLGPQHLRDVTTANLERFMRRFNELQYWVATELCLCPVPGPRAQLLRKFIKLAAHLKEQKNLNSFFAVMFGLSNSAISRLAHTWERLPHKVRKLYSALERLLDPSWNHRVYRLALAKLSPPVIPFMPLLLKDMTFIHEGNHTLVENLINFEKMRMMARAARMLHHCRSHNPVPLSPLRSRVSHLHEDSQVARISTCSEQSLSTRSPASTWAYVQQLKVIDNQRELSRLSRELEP
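Multi-concentration qHTS readout: loss of Rap1B-bound BODIPY-GDP fluorescence driven by 100 nM EPAC1 with excess GDP (50 uM), monitored kinetically at room temperature; agonist response expressed relative to 6.5 mM cAMP.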
WRN inhibitor: blocks human WRN helicase. WRN helicase unwinding, fluorescent forked duplex, kinetic. Potency, µM (series often up to 114 µM), for the others: at the top dose activity change, negative = inhibition, hits mostly inhibitors. hit rate 0.46% among 360,000; further: potency means the concentration at half of the fitted maximal effect; on the % scale 0 is the no-effect control and ±100 the full control effect; nearly all actives have a fitted effect of over 55% in size
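Enzyme (20 nM final) and test compound sit together 15 min at room temperature before substrate addition. Substrate is a single-forked duplex oligonucleotide (100 nM) labelled with fluorophore and quencher, with 2 mM ATP; helicase unwinding raises red fluorescence, read kinetically.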
PI5P4Ka inh: inhibitors of human PI5P4K alpha; P48426; PI5P4Kalpha enzyme, ADP-Glo luminescence, 60 min; active compounds read low; hit rate 1.2% among 330,000; AID 652105; max response, %; active means max response of -50% or lower; inconclusive means between -30% and -50%; inactive means -30% or higher; further: value at the top dose of about 77 µM; on the % scale 0 is the no-effect control and ±100 the full control effect
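Luminescence from ADP-Glo served as readout of PI5P4Kalpha activity in a qHTS format. Reaction: enzyme, substrate, compound, ATP at 5 microM final, 60 min at RT.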
PLK1 PBD inh: blocks phosphopeptide binding to human PLK1 polo-box domain; Plk1 PBD binding of FITC phosphopeptide, fluorescence polarization; hit rate 2.8% among 360,000; Potency, µM, for inactives: max response, negative = inhibition, usual class: inhibitors; AID 720504; further: potency means the concentration at half of the fitted maximal effect; series mostly up to about 57 µM; on the % scale 0 is the no-effect control and ±100 the full control effect; nearly all actives have a fitted effect of over 65% in size
Mm-Cpn inhibitor: inhibitors of Methanococcus maripaludis chaperonin (MmCpn). purified Mm-Cpn ATPase, ADP Transcreener TR-FRET. Potency, µM (doses to about 76.9 µM), for the others: at the top dose activity, negative = inhibition, most hits filed as inhibitors. hit rate 0.031% among 330,000; further: potency means the concentration at half of the fitted maximal effect; on the % scale 0 is the no-effect control and ±100 the full control effect; nearly all actives have a fitted effect of over 80% in size
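Reaction buffer contained 30 mM Tris pH 7.4, 100 mM KCl, 5 mM MgCl2 and 1 mM DTT. Mm-CPN (25 nM final) hydrolysed 10 uM ATP over 30 min at 37°C; ADP was read by HTRF.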
EPAC2 antagonist: antagonists of human EPAC2; EPAC2 GEF exchange of Rap1B-BODIPY-GDP, fluorescence; AID 720708; hit rate 0.18% among 360,000; Q8WZA2; Potency, µM (series often up to 114 µM), for inactives: at the top dose activity, negative = inhibition, actives largely listed as inhibitors; further: potency means the concentration at half of the fitted maximal effect; on the % scale 0 is the no-effect control and ±100 the full control effect; nearly all actives have a fitted effect of over 45% in size; many of its hits are not listed in these tables
CCT chaperon mod: changes cytosolic chaperonin activity. activity change, % (test concentration not listed), hits read low. AID 651819. hit rate 0.3% among 360,000. purified chaperonin ATPase assay, HTRF ADP detection, 30 min; in the data active means activity change below about -30%; further: on the % scale 0 is the no-effect control and ±100 the full control effect
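Enzyme 40 or 20 nM (batch-dependent) in Tris pH 7.4/KCl/MgCl2/DTT; cpd 76 uM single point; ATP 10 uM; 30 min 37 °C; Transcreener ADP HTRF detection, 30 min RT; ratio 665/615.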
EPAC1 antagonist: blocks human EPAC1 exchange factor | O95398 | EPAC1 GEF assay, Rap1b-BODIPY-GDP exchange fluorescence | Potency, µM (highest dose often 115 µM), for the others: at the highest dose activity change, negative = inhibition, usual class: inhibitors | hit rate 0.14% among 360,000;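 further: potency means the concentration at half of the fitted maximal effect; plate controls were vehicle for no effect and positive control for full effect; nearly all actives have a fitted effect of over 50% in size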
The depositor's hits bear a star; ? = inconclusive; nt = not tested or not shown; [ ] = another dose, or the depositor's remark. Unless noted, the call rests on the fitted dose curve; in most records, active means well fitted curve in the direction sought with a large enough effect; inconclusive means small, poorly fitted or top-dose-only effect, or another doubt; inactive means no such curve, though single readings can be large; an effect the other way counts as inactive or inconclusive. A portion of the library; the hit share may differ from the screen's.

SMILES	EPAC1 ag	WRN inhibitor	PI5P4Ka inh	PLK1 PBD inh	Mm-Cpn inhibitor	EPAC2 antagonist	CCT chaperon mod	EPAC1 antagonist
CCOc1ccc(NC(=O)c2ccccc2NC(=O)CN2CCCCCC2)cc1	-6%	4%	9	0%	0%	2%	-0.3	1%
COc1cc(NC(=O)CSc2ccc(-c3cccnc3)nn2)cc(OC)c1	8%	-32%	2	-5%	-4%	-7%	-3.4	0%
O=C(Nc1ccc(F)cc1)C1C(c2ccccc2)C1(Cl)Cl (stereo not given)	6%	-8%	7	-7%	0%	-20%	-1.1	?
Cn1c(C(C#N)C(=O)c2ccco2)nc2ccccc21 (stereo not given)	10%	-32%	17	-11%	-2%	-6%	-1.6	-20%
CC(=O)c1ccc(N(C(=O)c2csnn2)C(C(=O)NC2CCCC2)c2ccccc2)cc1 (stereo not given)	-2%	-9%	-8	-16%	-1%	1%	-4.9	10%
CSc1ccccc1C(=O)Nc1nc2ccccc2[nH]1	6%	-20%	5	-14%	1%	-4%	-1.2	-16%
NS(=O)(=O)c1ccc(CCNC(=O)COC(=O)Cc2ccc(Cl)cc2)cc1	-10%	12%	-7	-1%	nt	-1%	1.1	6%
O=C(NCCCCCCCCCNC(=O)C(F)(F)F)C(F)(F)F	0%	-6%	nt	-1%	1%	-3%	0.5	-2%
CCOC(=O)C1CN(S(=O)(=O)c2ccc(Cl)cc2)c2cc(S(=O)(=O)CC)ccc2O1 (stereo not given)	0%	0%	2	-13%	-1%	-3%	-0.2	-1%
CC(/C=N/NC(=O)C(O)c1ccccc1)=C\c1ccccc1 (stereo not given)	13%	-15%	nt	-8%	0%	-2%	1.5	1%
COc1ccc(-c2n[nH]c(=S)n2-c2ccc(C)cc2)cc1	-4%	5%	-5	-26%	-6%	5%	-0.9	2%
Cc1ccc2oc(C(=O)N3CCN(Cc4nccn4C)CC3)c(C)c2c1	6%	-1%	-2	-16%	3%	-2%	-0.6	1%
CN(C)c1ccc(C(CNC(=O)Cc2cccc3ccccc23)N(C)C)cc1 (stereo not given)	-9%	0%	-7	7%	0%	0%	0.9	-2%
COC(=O)[C@@H](Cc1ccccc1)NC(=O)[C@H]1O[C@@H](n2cnc3c(N)ncnc32)[C@H](O)[C@@H]1O	-2%	-2%	2	-1%	nt	3%	-0.6	1%
COc1ccc(OCCCC(=O)Nc2ccc(S(=O)(=O)N3CCOCC3)cc2)cc1	6%	1%	0	-11%	-1%	2%	-0.2	-5%
O=C(NNC(=O)c1ccc(-c2ccc([N+](=O)[O-])cc2)o1)c1ccncc1	-10%	-10%	?	-2%	-9%	2%	0.8	-7%
Cc1cc2nc(C3CCN(C(=S)NCC(C)C)CC3)[nH]c2cc1C	-1%	-15%	7	-19%	1%	1%	-1.8	-18%
COc1ccccc1OCC(=O)Nc1ccc(CSc2ccccc2)cc1C	-2%	-13%	8	-5%	-11%	-2%	0.9	-21%
COc1ccccc1N(C)S(=O)(=O)c1ccc(C(=O)OCC(=O)N(C)c2ccccc2)cc1	6%	-1%	-1	4%	1%	?	-0.1	0%
Cc1ccc(C(=O)c2coc3ccc(O)c(Cl)c23)cc1	4%	-32%	-20	-9%	-1%	?	-1.6	20µM*
CCOc1ccc(N2CC(C(=O)Nc3cccc(S(=O)(=O)N4CCCC4)c3)CC2=O)cc1 (stereo not given)	7%	-7%	8	-10%	1%	-13%	-0.2	-16%
Cc1ccc2oc3c(c(=O)c2c1)C(c1cccc(O)c1)N(c1ccccn1)C3=O (stereo not given)	-4%	-12%	6	-6%	-1%	-6%	0.7	-4%
c1ccc(CNC23CC4CC(CC(C4)C2)C3)nc1	-9%	-29%	-6	?	-2%	-4%	-1.5	6%
CCCCCCNC(=O)Cc1c(O)c2ccccc2[nH]c1=O	-1%	-2%	-11	-9%	1%	-2%	-1.1	-14%
Cc1cc(OCC(=O)NCCCN2CCOCC2)c2c(C)c(C)c(=O)oc2c1	0%	-2%	8	2%	-3%	5%	0.4	-14%
Next part:
SMILES	EPAC1 ag	WRN inhibitor	PI5P4Ka inh	PLK1 PBD inh	Mm-Cpn inhibitor	EPAC2 antagonist	CCT chaperon mod	EPAC1 antagonist
O=C(CSC(=S)N1CCCC1)NCC(=O)Nc1ccccc1Br	3%	6%	-8	1%	-1%	19%	-5.7	2%
CCn1nnnc1SCC(=O)NC1Cc2ccccc2C1	-2%	5%	-1	-5%	3%	2%	0.5	0%
COc1ccc(-c2noc(-c3ccccc3C(=O)Nc3cccc(OC)c3)n2)cc1	5%	-3%	16	-4%	0%	12%	1.3	-4%
COc1ccnc(N=CNOCc2cccc(C(F)(F)F)c2)c1C#N	-8%	-4%	21	-2%	1%	-18%	-1.2	-9%
Cc1ccccc1NC(=O)c1ccc(F)c(S(=O)(=O)NCC2CCCO2)c1 (stereo not given)	-12%	0%[57.1 µM]	4	-16%	1%	3%	-1.5	-21%
C/C(=N\NC(=O)CSCc1ccc(Cl)cc1)c1ccc(NC(=O)c2ccccc2)cc1	-4%	0%	6	-5%	3%	0%[57.1 µM]	-0.4	4%
CC(CN1CCOCC1)OC(=O)c1ccc(C(C)(C)C)cc1 (stereo not given)	5%	2%	2	-6%	-1%	3%	0.4	-9%
COC(=O)c1ccc(CN(C)S(=O)(=O)c2ccc(C)cc2)o1	10%	-14%	nt	-5%	-1%	0%	0.1	3%
CCN(CC)S(=O)(=O)c1ccc(Cl)c(NC(=O)COC(=O)c2ccc([N+](=O)[O-])o2)c1	-11%	-15%	5	-2%	-3%	13%	-3.2	2%
Cc1ccccc1NC(=S)N/N=C1\CC(C)(C)Oc2ccc(O)cc21	-2%	1%	-18	-19%	-1%	5%	-3.5	-1%
COc1ccc(C)cc1N=Nc1ccc(O)c2ncccc12	-10%	3%	-17	2%	2%	-6%	2.6	-18%
O=C1CN(C(=O)COC(=O)[C@@H]2CCCN2S(=O)(=O)c2ccc(Cl)cc2)c2ccccc2N1	7%	-5%	-4	-3%	0%	-1%	-5.2	-8%
CC(=O)Nc1cccc(/C(C)=N/NC(=O)c2cccc(S(=O)(=O)N3CCOCC3)c2)c1	-5%	2%	0	5%	1%	4%	-2.8	12%
Cc1ccc(C)c(NC(=O)Cn2nc(C(F)(F)F)cc2C2CC2)c1	-2%	-17%	nt	-3%	-2%	-13%	0.5	-2%
Cc1[nH]c2ccc(Cl)cc2c(=O)c1CN1CCCC1	6%	10%	-3	-3%	1%	3%	1.3	-1%
S=C(NCCC1=CCCCC1)Nc1ccc(Cl)cc1	5%	8%	-4	-8%	0%	0%	0.6	-13%
Cc1ccc(S(=O)(=O)N2CCC(=O)N([C@H](COCc3cccc(C)c3)C(C)C)CC2)cc1	-11%	-1%	-3	-10%	nt	-22%	-0.3	-6%
CCOc1ccc(N(CC(=O)Nc2cccc(Cl)c2)S(=O)(=O)c2c(C)noc2C)cc1	0%	-11%	8	-3%	2%	-8%	-0.6	-1%
O=C(C1CCCCC1)N1C[C@H](n2cc(C3CC3)nn2)[C@@H](O)C[C@@H]1c1ccccc1	-8%	6%	2	-2%	nt	4%	-0.7	8%
O=S(=O)(CC(CN1CCOCC1)N1CCOCC1)c1ccccc1 (stereo not given)	-10%	0%	3	6%	1%	22%	-1.1	6%
O=C(Nc1ccc2c(c1)OCCO2)C1CCN(C(=O)c2ccc([N+](=O)[O-])cc2)CC1	2%	6%	-4	-14%	0%	-2%	0.9	10%
Cc1ccc2c(c1)N(CC(=O)NC1CCCC1)C(=O)C(C)O2 (stereo not given)	6%	-4%	15	-2%	1%	13%	0.4	6%
Cc1cc(C)cc(NCc2ccncc2)c1	-2%	-3%	-7	-2%	0%	4%	1.6	4%
O=C(NNC(=O)c1ccc([N+](=O)[O-])cc1)c1ccc(F)cc1	1%	-5%	2	-2%	nt	2%	-1.9	8%
CC1C=CCC2C(=O)N(c3ccccc3OC(=O)c3cccs3)C(=O)C12 (stereo not given)	5%	-2%	-3	-5%	1%	2%	-3.7	-12%
CC(=O)c1ccc(N2CCN(C(C)C(=O)NC3CCCc4ccccc43)CC2)cc1 (stereo not given)	-6%	-4%	-4	-2%	-1%	-1%	3.1	5%
COc1ccc(C2C(C(=O)NCCN3CCOCC3)c3ccccc3C(=O)N2C2CCCCC2)cc1 (stereo not given)	-5%	17%	-1	-5%	-1%	13%	0.2	0%
C[C@@H]1CN([C@H](C)CO)C(=O)c2cc(Br)cnc2O[C@@H]1CN(C)C(=O)Nc1ccccc1	-6%	0%	0	-9%	nt	1%	-4.5	2%

Entries listed so far that bear a hit mark in EPAC1 antagonist.
SMILES	EPAC1 ag	WRN inhibitor	PI5P4Ka inh	PLK1 PBD inh	Mm-Cpn inhibitor	EPAC2 antagonist	CCT chaperon mod	EPAC1 antagonist
Cc1ccc(C(=O)c2coc3ccc(O)c(Cl)c23)cc1	4%	-32%	-20	-9%	-1%	?	-1.6	20µM*

Part of the list above in order of length of the SMILES, rising.
SMILES	EPAC1 ag	WRN inhibitor	PI5P4Ka inh	PLK1 PBD inh	Mm-Cpn inhibitor	EPAC2 antagonist	CCT chaperon mod	EPAC1 antagonist
CCn1nnnc1SCC(=O)NC1Cc2ccccc2C1	-2%	5%	-1	-5%	3%	2%	0.5	0%
Cn1c(C(C#N)C(=O)c2ccco2)nc2ccccc21 (stereo not given)	10%	-32%	17	-11%	-2%	-6%	-1.6	-20%
COc1ccccc1OCC(=O)Nc1ccc(CSc2ccccc2)cc1C	-2%	-13%	8	-5%	-11%	-2%	0.9	-21%
Cc1cc2nc(C3CCN(C(=S)NCC(C)C)CC3)[nH]c2cc1C	-1%	-15%	7	-19%	1%	1%	-1.8	-18%
COc1ccc(-c2noc(-c3ccccc3C(=O)Nc3cccc(OC)c3)n2)cc1	5%	-3%	16	-4%	0%	12%	1.3	-4%
Cc1ccc2oc3c(c(=O)c2c1)C(c1cccc(O)c1)N(c1ccccn1)C3=O (stereo not given)	-4%	-12%	6	-6%	-1%	-6%	0.7	-4%
CCOc1ccc(N2CC(C(=O)Nc3cccc(S(=O)(=O)N4CCCC4)c3)CC2=O)cc1 (stereo not given)	7%	-7%	8	-10%	1%	-13%	-0.2	-16%
COc1ccccc1N(C)S(=O)(=O)c1ccc(C(=O)OCC(=O)N(C)c2ccccc2)cc1	6%	-1%	-1	4%	1%	?	-0.1	0%
CC(=O)Nc1cccc(/C(C)=N/NC(=O)c2cccc(S(=O)(=O)N3CCOCC3)c2)c1	-5%	2%	0	5%	1%	4%	-2.8	12%
O=C(C1CCCCC1)N1C[C@H](n2cc(C3CC3)nn2)[C@@H](O)C[C@@H]1c1ccccc1	-8%	6%	2	-2%	nt	4%	-0.7	8%
C[C@@H]1CN([C@H](C)CO)C(=O)c2cc(Br)cnc2O[C@@H]1CN(C)C(=O)Nc1ccccc1	-6%	0%	0	-9%	nt	1%	-4.5	2%
